Screening data as filed in PubChem BioAssay.
SENP8 block-1: SENP8 protease inhibition. Q96LD8. purified SENP8, Z-RLRGG-aminoluciferin cleavage, luminescence. inhibition, % at 10 µM. 1.2% of 330,000 active. AID 2540; in the data active = inhibition above about 50%
Target sequence (Q96LD8 whole entry, looked up): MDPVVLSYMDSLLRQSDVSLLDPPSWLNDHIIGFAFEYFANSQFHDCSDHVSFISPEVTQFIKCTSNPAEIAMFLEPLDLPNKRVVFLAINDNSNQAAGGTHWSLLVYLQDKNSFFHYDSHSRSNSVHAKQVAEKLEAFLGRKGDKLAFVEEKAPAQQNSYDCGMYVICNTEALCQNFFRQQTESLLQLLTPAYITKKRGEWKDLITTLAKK
UBC13 inh: blocks human UBC13 polyubiquitin chain formation. inhibition, % at 20 µM. AID 485273. 0.47% of 330,000 active. TR-FRET; in the data active = inhibition above about 45%, passing the limit was not always enough
Target sequence (P61088 whole entry, looked up): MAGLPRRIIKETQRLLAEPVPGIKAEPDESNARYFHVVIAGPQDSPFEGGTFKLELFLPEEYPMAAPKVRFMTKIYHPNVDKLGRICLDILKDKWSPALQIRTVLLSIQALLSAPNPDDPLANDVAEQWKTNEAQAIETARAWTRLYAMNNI
SENP1 FRET inh: inhibitors of human SENP1 SUMO protease catalytic domain; Q9P0U3; recombinant SENP1 catalytic domain, CyPet-SUMO1-YPet FRET cleavage; inhibition, % at 10 µM; 0.21% of 360,000 active; AID 624204;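 active = inhibition at least 30% at 10 µM, raw YFP signal under a set limit, fluorescence ratio 0.5 to 1.5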;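 note: 0% = enzyme with DMSO and 100% = no enzyme wells; some results filed as inactive read as strong as hits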
Target sequence (Q9P0U3 419-644 limits assumed): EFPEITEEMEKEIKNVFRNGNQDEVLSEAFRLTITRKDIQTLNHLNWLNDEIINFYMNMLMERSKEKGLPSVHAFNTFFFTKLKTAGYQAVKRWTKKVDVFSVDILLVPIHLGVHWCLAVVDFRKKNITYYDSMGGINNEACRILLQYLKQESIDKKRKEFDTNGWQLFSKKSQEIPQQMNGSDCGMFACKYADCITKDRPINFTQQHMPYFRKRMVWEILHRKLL
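Material – human SENP1 catalytic domain · Input – SENP1 enzyme, 20 pM final · Compound dosing – single concentration of 10 µM compound, 0.5% DMSO final · Timing – enzyme reaction for 50 min at room temperature, dark · Measured by – FRET fluorescence in CFP and YFP emission channels · Control set – no-enzyme wells low, DMSO-plus-enzyme wells high control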
PfGluPho inh: PfG6PD (Plasmodium falciparum) enzyme inhibition | PfGluPho enzyme, NADPH resazurin-diaphorase fluorescence | inhibition, % at 20 µM | 0.78% of 350,000 active | AID 504690;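 active = inhibition reaching at least a set limit at 20 µM in the primary screen, cut at about 59% in these data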;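 note: 0% = DMSO wells with substrate and 100% = DMSO wells lacking glucose-6-phosphate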
SENP7 block: blocks the human protease SENP7; Q9BQF6; recombinant SENP7, Z-RLRGG-aminoluciferin luminescence, 40 min; inhibition, % at 5 µM; 1.5% of 330,000 active; AID 434973;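 active = inhibition above about 50% at the single test dose, limit read from the data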;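 note: plate controls were DMSO with enzyme for no effect and no enzyme buffer wells for full effect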
Target sequence (Q9BQF6 706-1050 limits assumed): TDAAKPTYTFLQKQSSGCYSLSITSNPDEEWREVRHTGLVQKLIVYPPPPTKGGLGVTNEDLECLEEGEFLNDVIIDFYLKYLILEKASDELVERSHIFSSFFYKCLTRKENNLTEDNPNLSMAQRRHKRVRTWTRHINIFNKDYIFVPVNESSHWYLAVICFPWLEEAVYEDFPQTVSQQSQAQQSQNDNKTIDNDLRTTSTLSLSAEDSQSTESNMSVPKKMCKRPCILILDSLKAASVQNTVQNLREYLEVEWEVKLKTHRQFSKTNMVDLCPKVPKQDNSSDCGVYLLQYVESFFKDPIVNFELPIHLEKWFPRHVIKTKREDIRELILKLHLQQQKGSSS
beta cell repl: induces beta-cell replication in MIN6 cells; MIN6 cells proliferation, ATPlite luminescence, 48 h; cells starved in 0.2% serum; 100% = growth in 10% serum; proliferation, % at 10 µM; 0.29% of 330,000 active; AID 2380;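 active = compounds whose signal lies at least 3.5 SD above the mean of all wells on their plate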;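 note: 0% = DMSO-treated cells in low-serum medium and 100% = 10% serum control; some compounds called inactive have numbers as strong as hits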
SENP8 block-2: blocks human SENP8 cleavage of Nedd8 substrate | Q96LD8 | recombinant SENP8, Nedd8 substrate fluorescence | inhibition, % at 20 µM | AID 602440 | 0.64% of 360,000 active; in the data active = inhibition mostly above about 40%, no sharp cut-off; inactive = mostly below about 27%
SENP6 inh: SENP6 protease inhibition. Q9GZR1. Recombinant SENP6 catalytic domain, aminoluciferin luminescence. inhibition, % at 10 µM. 1.8% of 330,000 active. AID 2599;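 active = inhibition above about 50% at the single tested dose, limit read from the data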;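 note: plate controls were DMSO wells with enzyme for no effect and DMSO wells lacking enzyme for full effect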
HKDC1 inhibitor: inhibitors of human hexokinase HKDC1. Q2TB90. 0.16% of 340,000 active. inhibition, % at 20 µM. recombinant HKDC1, G6PDH/diaphorase resazurin coupled fluorescence;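 active = inhibition above about 35% when tested at 20 µM, limit read from the data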;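 note: plate controls were DMSO wells with enzyme for no effect and DMSO wells lacking enzyme for full effect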
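Test system: recombinant HKDC1 (HK5) hexokinase enzyme, produced in-house / Doses: 20 µM test compound, 1% DMSO / Timing: 90 min, room temperature / Detection: G6PDH/diaphorase-coupled fluorescence, 1 mM NADP, 100 µM resazurin, 525/613 nm / Control set: DMSO wells with and without enzyme mix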
Numbers without * were called inactive; i = inactive; nt = no result given.

SMILES | SENP8 block-1 | UBC13 inh | SENP1 FRET inh | PfGluPho inh | SENP7 block | beta cell repl | SENP8 block-2 | SENP6 inh | HKDC1 inhibitor
Cc1n[nH]c(=O)c2c(NC(=O)CSc3nc4ccccc4c(=O)n3CCCOC(C)C)oc(C)c12 | 1 | -2 | 2 | -9 | -11 | -4 | -5 | 10 | 0
COCC1CCCN(C(=O)c2ccc3oc(CCCc4ccccc4)nc3c2)C1 (stereo not drawn) | 0 | 7 | 1 | 19 | -3 | -1 | 0 | -6 | -4
COc1ccc(OC(=O)c2cnn(-c3ccccc3)c2C)cc1 | 19 | -8 | 0 | 0 | 28 | -2 | 21 | 41 | -3
CCc1cccc(NC(=S)N(CCCN2CCOCC2)C(C)c2cc3cccc(OC)c3o2)c1 (stereo not drawn) | -6 | -3 | 4 | 16 | -1 | -1 | 17 | -9 | 7
CCc1ccc(C(=O)NNc2ccc(C)c(Cl)c2)cc1 | -13 | -6 | 1 | 10 | -2 | -3 | 8 | -11 | -2
COCCCNc1nc2ccccc2nc1NS(=O)(=O)c1ccc(C)cc1 | 0 | 13 | -26 | -9 | -4 | 2 | -430 | 5 | 3
CCC(C)NC(=O)c1cc(-c2ccc3c(c2)OCO3)on1 (stereo not drawn) | 15 | 1 | -2 | 9 | 35 | -4 | -36 | 32 | -2
Nc1ccc(Br)c2cccnc12 | 75* | -41 | -24 | 63* | 62* | -5 | 35 | 85* | 30
Cc1ccc(NC(=S)NC(=O)c2ccc(F)cc2)cc1S(=O)(=O)Nc1cccc(Cl)c1 | -10 | -21 | 1 | 6 | -3 | -7 | 7 | -4 | 3
COc1ccc(NC(=O)C2CCN(S(=O)(=O)c3cccc4nonc34)CC2)cc1 | 3 | 4 | 6 | 6 | 3 | 0 | 11 | -15 | 2
Cc1cc(C)cc(C(=O)Nc2ccc(N3CCCC3)cc2)c1 | 66* | 10 | -20 | 14 | 56* | -2 | 12 | 74* | 2
COC(=O)C1=CN(Cc2cccs2)C=C(C(=O)OC)C1c1ccc(OC)cc1OC | 4 | 12 | -97 | 3 | 3 | -2 | -408 | 19 | -2
O=C(c1ccc(C#CC2(O)CCCCC2)cc1)N1CCN(C(c2ccccc2)c2ccccc2)CC1 | -3 | -27 | 1 | 11 | -2 | -4 | 5 | -17 | 6
O=C(Nc1ccc2c(c1)OCCO2)C1CCN(c2ncccn2)CC1 | -15 | 0 | 1 | -9 | -10 | -2 | -54 | 3 | -8
Fc1ccccc1-c1nc(N2CCCCC2)c2ccccc2n1 | -12 | -4 | 0 | 7 | -4 | -1 | -113 | -11 | -6
Cc1ccc(NC(=O)c2cccc(S(=O)(=O)N3CCN(c4ccc(F)cc4)CC3)c2)nc1 | 2 | -6 | -1 | 9 | 4 | -4 | 2 | -14 | -1
C=C1CC2C(=O)N(Cc3ccccc3)C(C(=O)OCC)(C(=O)OCC)C1N2C(=O)OC(C)(C)C (stereo not drawn) | -4 | 0 | 2 | -12 | -2 | -1 | 0 | -9 | 3
CCOC(=O)C(C)Oc1ccc(C2NC(=O)NC(C)=C2C(C)=O)cc1Br (stereo not drawn) | 6 | -1 | -15 | -26 | -2 | -2 | 0 | -18 | -7
CCCc1nnc(-c2ccc(OC)cc2)o1 | -10 | 13 | 0 | 2 | 0 | -2 | 12 | -3 | -6
COC(=O)c1cnc(SCc2ccc([N+](=O)[O-])cc2)n1C | -5 | -4 | 1 | 2 | -1 | -1 | 27 | -14 | -1
Cc1nc(N2C(=O)C(=O)/C(=C(/O)c3ccccc3)C2c2ccco2)sc1C (stereo not drawn) | 6 | -16 | -3 | 18 | 8 | -3 | -34 | -12 | 5
CS(=O)(=O)c1ccc(-c2cc(Br)sc2-c2ccc(F)cc2)cc1 | 11 | 21 | nt | nt | 3 | -8 | nt | 4 | nt
C=CCn1cc(CN2CCC(C(=O)Nc3cccc(-c4cccc(Cl)c4)c3)CC2)c(C)n1 | -23 | 25 | -1 | -2 | -7 | -8 | 12 | -27 | 2
CCOC(=O)N1CCN(C(=O)CCn2nc(-c3ccccc3)ccc2=O)CC1 | -2 | 4 | 1 | -8 | 1 | -2 | -5 | -30 | 4
CCOc1ccc(C2C(C(=O)O)CCC(=O)N2C2CCCCC2)cc1 (stereo not drawn) | 1 | 0 | 2 | -32 | -6 | -2 | 6 | -9 | 7
COc1cc(C(=O)NCC(=O)N/N=C/c2ccc(-c3ccc([N+](=O)[O-])cc3)o2)cc(OC)c1OC | 8 | -12 | -27 | -5 | 4 | -5 | -107 | 21 | 0
CCOC(=O)CCn1c2nc(C)cc(C)c2c(=O)n1-c1ccccc1 | -8 | -4 | -1 | -1 | 0 | 2 | i | -3 | 0
O=C1CC(N2CCCc3ccccc32)C(=O)N1c1ccccc1 (stereo not drawn) | 5 | -1 | -1 | -16 | 3 | 0 | 14 | 3 | -7
NC(=O)c1ccsc1NC(=O)C1CC1 | 4 | -7 | -6 | 19 | 0 | -2 | 2 | 4 | 3
CC(=O)N1[C@H](Cc2ccccc2)C=C[C@]1(C)C(=O)NCc1ccc(C)o1 | 0 | -12 | -7 | 10 | -4 | 1 | 7 | 8 | -11
O=C(Cc1cccs1)NC(Cc1c[nH]c2ccccc12)C(=O)O (stereo not drawn) | 3 | -3 | -2 | 2 | -1 | 3 | 18 | -10 | -1
CN1CCc2c(n(CC(O)CN3CCN(CCO)CC3)c3ccccc23)C1=O (stereo not drawn) | 3 | 4 | -19 | 14 | 5 | -2 | -327 | 16 | -4
CC(=O)c1ccc(NS(=O)(=O)c2cccc(C(=O)Nc3ccccc3C(=O)O)c2)cc1 | -11 | -13 | 0 | -5 | 5 | 1 | -12 | 5 | 1
COc1cc2c(cc1NC(=O)c1cccc(S(=O)(=O)N(C)C)c1)oc1ccccc12 | -7 | -9 | 2 | 6 | 2 | 0 | -92 | -6 | 7
CCC1(C)Cc2ccccc2-c2[nH][nH]c(=O)c21 (stereo not drawn) | 1 | 12 | 1 | 6 | -6 | 0 | 5 | -11 | 0
O=C(c1ccc(S(=O)(=O)N2CCOCC2)cc1)N(c1ccc(F)cc1)C1C=CS(=O)(=O)C1 (stereo not drawn) | -16 | -4 | 0 | -3 | 12 | -1 | 18 | -22 | -12

Two neighbouring records from above, quoted:
SMILES | SENP8 block-1 | UBC13 inh | SENP1 FRET inh | PfGluPho inh | SENP7 block | beta cell repl | SENP8 block-2 | SENP6 inh | HKDC1 inhibitor
CCC1(C)Cc2ccccc2-c2[nH][nH]c(=O)c21 (stereo not drawn) | 1 | 12 | 1 | 6 | -6 | 0 | 5 | -11 | 0
O=C(c1ccc(S(=O)(=O)N2CCOCC2)cc1)N(c1ccc(F)cc1)C1C=CS(=O)(=O)C1 (stereo not drawn) | -16 | -4 | 0 | -3 | 12 | -1 | 18 | -22 | -12

Marked active in SENP6 inh (from the list above):
Compound | UBC13 inh | SENP1 FRET inh | PfGluPho inh | SENP7 block | SENP6 inh | HKDC1 inhibitor
Nc1ccc(Br)c2cccnc12 | -41 | -24 | 63* | 62* | 85* | 30
Cc1cc(C)cc(C(=O)Nc2ccc(N3CCCC3)cc2)c1 | 10 | -20 | 14 | 56* | 74* | 2

Further entries follow.
SMILES | SENP8 block-1 | UBC13 inh | SENP1 FRET inh | PfGluPho inh | SENP7 block | beta cell repl | SENP8 block-2 | SENP6 inh | HKDC1 inhibitor
CC(=O)c1coc2ccc(OCC(=O)O)cc12 | 0 | -20 | 2 | -13 | -9 | -3 | 12 | -11 | 10
Cc1c(NC(=O)c2cc(-c3ccc(Cl)s3)nc3ccccc23)c(=O)n(-c2ccccc2)n1C | 5 | -9 | -2 | 5 | 1 | -4 | -53 | 7 | 11
O=C(c1cnccn1)N1CCN(C/C=C/c2ccccc2)CC1 | -8 | 0 | 1 | 13 | -1 | -4 | 14 | -7 | -3
Cc1ccc(-c2cccc([C@H]3[C@@H]4C=CC[C@@H](C)[C@@H]4C(=O)N3Cc3ccccc3)c2)cc1 | nt | nt | -1 | 19 | 3 | nt | 8 | nt | 0
C[C@H](NC(=O)c1nc[nH]c1C(=O)N[C@H](C)c1ccccc1)C(=O)OCc1ccccc1 | -11 | 6 | 3 | 22 | -5 | -6 | -4 | -18 | 0
Cn1c(=O)cc(SCC(=O)NCCN2CCN(c3ccccc3F)CC2)c2cc(Cl)ccc21 | -1 | 12 | -2 | 8 | -5 | -2 | -8 | -26 | -1
COc1ccc(OCc2nn3c(Cn4cnc5ccccc54)nnc3s2)cc1 | -12 | -9 | 0 | 46 | -4 | -4 | 16 | 4 | -7
O=C(CCc1nnc(Cc2c[nH]c3ccccc23)o1)NC1CCCC1 | 7 | 6 | -3 | -5 | -1 | -3 | -2 | 8 | -2
COc1cccc(CN2CCN(Cc3ccc4c(c3)OCCO4)CC2CCO)c1 (stereo not drawn) | -8 | -3 | -1 | 0 | -6 | -2 | 19 | -29 | -9
O=C(Nc1ccc(-c2nnco2)cc1)c1ccccc1 | -4 | 2 | 0 | -5 | 0 | 2 | 15 | -10 | 4
Cc1c(CC(=O)NCCCC(=O)O)c(=O)oc2cc3c(cc12)CCC(C)(C)O3 | -1 | 9 | -6 | -6 | 3 | 1 | -277 | -41 | 1
O=C(CC(=O)Nc1cc(Cl)ccc1Cl)Nc1cc(Cl)ccc1Cl | -7 | 11 | -43 | 5 | 0 | -2 | -117 | -8 | 4
O=C(CCN1C(=O)COc2ccccc21)NCCCN1CCCC1 | -12 | 0 | 1 | -9 | -18 | -4 | -9 | -8 | -3
CC(=O)Nc1ccc(N=Cc2c(O)c(C(=O)Nc3ccccc3)cc3ccccc23)cc1 | 72* | -96 | nt | 21 | 30 | -6 | nt | 45 | 1
CCOc1ccc(-n2c(O)c(/C=N/Nc3nc(C)cc(C)n3)c3ccccc3c2=O)cc1 | 8 | -26 | -73 | 19 | 7 | -7 | -59 | 21 | -11
CCc1nnc2n1N=C(c1ccc(Cl)cc1Cl)CS2 | 7 | 4 | 1 | 12 | 2 | 2 | 11 | -36 | -2
O=C(CSc1nnc(-c2ccc(Cl)cc2Cl)n1C1CCCCC1)NC1CCS(=O)(=O)C1 (stereo not drawn) | -5 | -2 | 4 | -11 | -9 | -1 | 6 | -30 | -5
CN1C[C@@H]2[C@@H]3C(=O)N(C)C(=O)[C@@H]3[C@](C)(C1=O)N2C(=O)c1ccc(Br)cc1 | nt | nt | -1 | -2 | nt | nt | 10 | nt | 0
CCn1c(CNc2ccc(F)cc2)nnc1SCCN1CCCCC1 | -3 | 9 | 1 | -10 | 2 | 2 | 8 | -4 | 2
CCOc1ccc(NC(=O)CCC(=O)NNC(=O)c2ccco2)cc1 | 9 | 10 | 1 | -12 | 1 | -3 | 6 | -7 | -3
O=C(NCCCn1ccnc1)c1cc2ccccc2oc1=O | -5 | 1 | -3 | -19 | 1 | -1 | -108 | 6 | 13
OCCc1c[nH]c2cc(F)ccc12 | -6 | 3 | -1 | -6 | 1 | 2 | 4 | -9 | 1
COc1ccc2c(CC(=O)OCc3nc4ccsc4c(=O)[nH]3)coc2c1 | 1 | 3 | 3 | -5 | 8 | -4 | -12 | 2 | 0
Clc1nn2cnnc2c2ccccc12 | 0 | 0 | -1 | 7 | 2 | 1 | 1 | 7 | 2
COCCn1c(SCC(=O)NCc2ccc3c(c2)OCO3)nc2ccccc2c1=O | 1 | 10 | 2 | 18 | -3 | -3 | -12 | -14 | -2
COc1ccccc1CNC(=O)COC(=O)/C=C/c1ccc2c(c1)OCO2 | 8 | 2 | 4 | -2 | 6 | 8 | -478 | 8 | -6
Cc1c(C(=O)N2CCCC2)sc(NC(=O)c2cccs2)c1C#N | -1 | -5 | -23 | 1 | 8 | -1 | -18 | 11 | -5
